14-3-3 PPI = modulators of 14-3-3 gamma protein binding, primary screen, biochemical, fluorescence polarization; 14-3-3 protein gamma (Homo sapiens), P61981; FP, 14-3-3gamma / TMR-pS259-Raf peptide binding; inhibition, % at 40 µM; 0.19% of 160,000 active; in the data active = inhibition above about 30%;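 also: 0% = protein plus tracer without compound and 100% = blank with tracer alone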
Target sequence (P61981 whole entry, looked up): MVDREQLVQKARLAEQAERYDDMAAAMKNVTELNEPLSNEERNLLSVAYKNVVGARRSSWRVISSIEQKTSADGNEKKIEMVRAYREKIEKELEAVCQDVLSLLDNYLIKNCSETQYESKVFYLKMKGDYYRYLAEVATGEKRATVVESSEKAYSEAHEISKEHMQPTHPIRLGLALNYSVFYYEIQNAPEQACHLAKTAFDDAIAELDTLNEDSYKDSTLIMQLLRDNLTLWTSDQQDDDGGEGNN
The depositor's hits bear a star; & = joins results of further samples. Not all compounds are listed; the hit share may differ from the screen's.

SMILES	14-3-3 PPI
CCN1C(=S)NC2c3cc(Br)ccc3OC1(C)C2C(=O)Nc1ccc(Cl)cc1 (configuration not stated)	6.0
CCOc1ccc(NC(=O)c2cn(C3CCCC3)c(=O)c3c2c2ccccc2n3C)cc1	0.0
O=C(NCc1ccccc1Cl)c1cccn2c(=O)c3ccc(Cl)cc3nc12	-7.8
CCn1c(SCC(=O)N2CCOCC2)nc2oc3c(Cl)cc(Cl)cc3c(=O)c2c1=O	-100.2
C=CCn1c(NC(=O)c2ccco2)nc2ccccc21	-2.3
Cc1ccc(NS(=O)(=O)c2ccc3c(c2)C2C=CCC2C(c2cccc(Cl)c2)N3)cc1C (configuration not stated)	-171.5
COc1ccc(-c2cn3c(C)c(C(=O)NC(C)C)sc3n2)cc1	-5.0&-5.2
COc1ccc(NC(=O)c2cc(-c3ccc(OC)cc3)on2)cc1	-31.7
COc1ccc(CCNC(=O)c2cc(-c3ccc(C)s3)nc3ccccc23)cc1OC	-17.1
O=C(O)C1C2CCC(O2)C1C(=O)N1CCN(c2ccc(F)cc2)CC1 (configuration not stated)	-4.4
OC1CN=C2CCCc3c2n(c2ccc(Cl)cc32)C1 (configuration not stated)	-19.4
COc1ccc(-c2nnc3cccc(Cl)n23)c(OC)c1	-13.5
CCCC(c1nnnn1Cc1ccc(OC)cc1)N1CCC(C(N)=O)CC1 (configuration not stated)	-8.2
O=C(NCc1ccc(F)cc1)N1c2ccccc2Sc2ccccc21	-8.8
CC1=C(C(=O)Nc2ccc(C)cn2)C(c2ccc3c(c2)OCO3)C2=C(CCCC2=O)N1 (configuration not stated)	1.4
COc1ccc(C2CC(C(F)(F)F)n3nc(C(=O)Nc4cccc(C(F)(F)F)c4)c(Cl)c3N2)cc1 (configuration not stated)	4.7
O=C1CC2(CCCC2)CC(=O)N1CCCCN1CCN(c2ncccn2)CC1	-2.5
Cc1cc(C)[n+](C)n1-c1ccccc1	3.0
CCOC(=O)C(C)(C)Sc1nc2c(c(=O)n1-c1ccc(F)cc1)SCC2	-9.5
NC(=O)C1CCN(C2CC(=O)N(Cc3ccc(Cl)cc3)C2=O)CC1 (configuration not stated)	-7.1
CCCN(CCC)S(=O)(=O)c1ccc(C(=O)Nc2nnc(-c3cccc(OC)c3)o2)cc1	-3.5
CC1(C)CC(=O)C2=C(C1)NC1=C(C(=O)CC(C)(C)C1)C2c1ccc(Br)cc1	-5.2
Cc1ccc(-c2cc(C(F)(F)F)n3ncc(C(=O)N(C)CCC#N)c3n2)cc1	-0.9
O=C(COc1ncnc2ccccc12)N1CCOCC1	4.8
CCc1c(C)[nH]c2c1C(=O)C(CN1CCOCC1)CC2 (configuration not stated)	1.8
CC1CCC(N2CC(=O)N(CCc3ccccc3Cl)C(c3ccc(F)cc3)C2=O)CC1 (configuration not stated)	-1.4
COCCCNC1=CC(=O)CC(c2ccccc2)C1 (configuration not stated)	-2.0
O=C(NCc1ccccn1)c1ccc2c(c1)N(Cc1ccccc1F)C(=O)CS2	-7.4
CN1C(=O)C(O)(c2c[nH]c3ccccc23)c2cc(Br)ccc21 (configuration not stated)	-6.9
Cc1nc2nc(C)c(CCC(=O)NCc3ccc4c(c3)OCO4)c(C)n2n1	-6.6
Cc1ccc2c(c1)C(c1ccccc1)N(C(=O)C13CC4CC(CC(C4)C1)C3)CC(=O)N2 (configuration not stated)	-0.3
Cc1ccc2cc(CCNC(=O)C3CCCC3)c(=O)[nH]c2c1	4.6
Cc1ccc(NC(=O)C2CCCN(S(=O)(=O)c3c(C)noc3C)C2)c(C)c1 (configuration not stated)	-3.5
CN(C)c1nc2c(c(=O)n(Cc3ccccc3)c(=O)n2C)n1Cc1ccccc1	-16.6
CCc1ccc(NC(=O)CN2CCCN(S(=O)(=O)c3ccc(F)cc3)CC2)cc1	-3.0
CCN(CC)S(=O)(=O)N1CCC(C(=O)NCc2ccc(C)cc2)CC1	-1.8
O=C1CCC(C(=O)NC2(C(=O)NC3CCCCC3)CCCCC2)N1 (configuration not stated)	-12.5
COc1cccc(NC(=O)c2cc(C(=O)Nc3cccc(OC)c3)n(C)n2)c1	9.4
O=[N+]([O-])c1ccc(O)c(C=Nc2cc(C(F)(F)F)ccc2N2CCCCC2)c1	7.4
CCCP(=O)(CC(=O)N(CC)CC)c1ccccc1 (configuration not stated)	-5.3
COc1ccc(C2CC(=O)C(C=NCCN3CCNCC3)=C(O)C2)cc1OC (configuration not stated)	3.2
O=S(=O)(Cc1ccccc1Cl)N1CCCCC1	-3.8
CC(C)CCn1c(=S)[nH]c2ccc(N3CCOCC3)cc2c1=O	-7.0
O=C(CSc1nc2c(c(C(F)(F)F)n1)CCc1ccccc1-2)NCCCn1ccnc1	-3.0
C=CCOc1ccc(/C(O)=C2/C(=O)C(=O)N(CCCN3CCOCC3)C2c2ccccc2)cc1 (configuration not stated)	11.1
COCCOC(=O)C1=C(C)NC2=C(C(=O)C(C(=O)OC)C(C)C2)C1c1cccc([N+](=O)[O-])c1 (configuration not stated)	8.4
O=C(NCCC1=CCCCC1)C1CCCN(c2nc3ccccc3o2)C1 (configuration not stated)	2.5
Cc1nn(-c2ccccc2)c2sc(C(=O)N(Cc3ccco3)C(C)C(=O)NC(C)(C)C)cc12 (configuration not stated)	-5.6
CCCCS(=O)(=O)NC1=NCN(C2CCN(Cc3ccccc3)CC2)CN1	-3.5
C[C@@H]1C(=O)NC2=Nc3cccc(Cl)c3CN21	-5.5

The results go on:
SMILES	14-3-3 PPI
CC1=C(C(=O)Nc2ccccc2)C(c2ccc(Br)cc2)n2ncnc2N1 (configuration not stated)	0.0
Cn1c(COc2ccccc2)c(C#N)c2ccccc21	-0.8
CCn1c2ccccc2c2nnc(SCC(=O)NC(C(=O)OC)C(C)C)nc21 (configuration not stated)	-8.7&-4.1
Cc1cccc(C(=O)Nc2cccc(NC(=O)c3cccc(C)c3)c2)c1	44.9*
O=C(O)c1cc(N2C(=O)C3C4C=CC(C4=C(c4ccccc4)c4ccccc4)C3C2=O)ccc1Cl (configuration not stated)	-9.5
COc1ccc(OCCNc2cc(N3CCCCC3)ccc2[N+](=O)[O-])cc1	3.9
Cc1ccc(S(=O)(=O)Nc2nc3ccccc3nc2Nc2cccc(C(F)(F)F)c2)cc1	4.9
NC(=O)c1ccccc1NC(=O)c1ccc2nc(-c3ccccc3)c(-c3ccccc3)nc2c1	2.9
CC(C)(C)n1nc2c(c1NC(=O)c1ccccc1Cl)CS(=O)C2 (configuration not stated)	-5.4
Cc1ccc(C(=O)Nc2ccccc2)cc1S(=O)(=O)Nc1cccc([N+](=O)[O-])c1	-6.9
CCn1c2ccccc2c2cc(NC(=O)CCc3nc(-c4cccs4)no3)ccc21	-5.8
Cc1ccsc1C1NC(=O)c2c(sc3c2CCCC3)N1 (configuration not stated)	-1.8&-8.4
COc1ccc(CNC(=O)CCc2nc3sc4c(c3c(=O)[nH]2)CCCC4)cc1	-3.1
COc1cc(-c2nc(S(=O)(=O)c3ccccc3)c(N3CCOCC3)o2)cc(OC)c1OC	-10.0
O=C(Nc1cccc(-c2nc3ccccc3[nH]2)c1)c1ccccc1	-12.7
COc1ccc(OC)c(C=Nc2sc3c(c2C#N)CCC3)c1	-106.2
CCN1CCCc2cc(CN(CCN3CCOCC3)C(=O)Nc3ccc(Cl)cc3)ccc21	-7.5
CC(=O)c1ccc(C(=O)Nc2ccc(C)cc2C(=O)c2ccccc2)cc1	-0.5
COc1cccc2cc(C(=O)NC(C)=O)c(=Nc3ccc(C#N)cc3)oc12	-4.2
COc1ccccc1NC(=O)c1sc2ncn(Cc3ccccc3C)c(=O)c2c1C	-1.4
O=C(CCN1CCN(S(=O)(=O)c2cccc([N+](=O)[O-])c2)CC1)Nc1cccc(C(F)(F)F)c1	-8.6
COC(=O)c1ccccc1NC(=O)c1cccs1	0.0
COc1cccc(/C(O)=C2/C(=O)C(=O)N(CCN3CCOCC3)C2c2cccs2)c1 (configuration not stated)	-6.0
CC1(C)N=C(c2ccc(Cl)cc2)C(=O)N1	-2.7
Cc1nn(CC(=O)NCc2cccnc2)c(=O)c2ccccc12	0.2
CCOc1ccc2nc(NC(=O)CC)sc2c1	-3.9
COC(=O)c1ccccc1NC(=O)COc1ccc(C(C)C)c(C)c1	-6.3
COCCN1C(=O)C(=O)/C(=C(/O)c2ccc(C)cc2)C1c1ccc(N(C)C)cc1 (configuration not stated)	4.9
COC(=O)c1c(NC(=O)COc2ccc(I)cc2)sc(C)c1C	-3.9
CCc1ccc(-n2c(C)nc3cc(C(=O)NCc4ccc(C)cc4)ccc32)cc1	-146.9
CC(C)n1c(NCc2c[nH]c3ccccc23)nc2ccccc21	-3.5
O=C(Oc1ccc(Cl)cc1)c1cccc(N2C(=O)C3CCCCC3C2=O)c1 (configuration not stated)	-0.6
COc1cc(S(=O)(=O)N2CCN(c3ccccc3F)CC2)ccc1Cl	1.6
CCOC(=O)c1cccc(Nc2cc(N3CCC(=O)CC3)c3noc4c3c2C(=O)c2ccccc2-4)c1	-233.1
CC1S/C(=C(\C#N)C(=O)NCc2ccco2)N(c2ccc(F)cc2)C1=O (configuration not stated)	-3.6
Cc1cc(NC(=O)Cc2c(F)cccc2Cl)no1	0.5
COc1ccccc1NC(=O)Nc1nnc(-c2ccncc2)s1	-11.5
O=C(CN1CCN(c2ccccn2)CC1)Nc1ccc(Oc2ccccc2)cc1	-3.9
O=S(=O)(c1ccc2ccccc2c1)N1CCN(C(c2ccccc2)c2ccccc2)CC1	-1.3
O=C(O)CSc1nnc(C2COc3ccccc3O2)n1-c1ccccc1 (configuration not stated)	4.2&-4.8
Cc1cccc(OCCNc2cc(N3CCN(CCO)CC3)ccc2[N+](=O)[O-])c1	-3.3
CCOc1ccc(C(=O)Nc2cc(-c3nc4ccccc4[nH]3)ccc2C)cc1Br	-13.5
CCn1c(=O)cc(OCC(=O)O)c2ccccc21	9.3
Cc1ccc(-c2nnc(Nc3cccc(C(F)(F)F)c3)c3ccccc23)cc1S(=O)(=O)N1CCOCC1	3.4
CC(Cc1ccccc1)NC(=O)CCCN1C(=O)c2ccccc2C1=O (configuration not stated)	-8.4
COc1ccc(Cc2nnc(NC(=O)c3c(-c4ccccc4)noc3C)s2)cc1OC	-0.8
Cc1ccc(S(=O)(=O)N2CCN(C(=O)CN3CCCC3)C2c2ccccc2)cc1 (configuration not stated)	-5.8
CC1CC(N(C(=O)c2ccc([N+](=O)[O-])cc2)c2ccccc2)c2ccccc2N1C(=O)c1ccc(F)cc1 (configuration not stated)	-3.5
COc1ccc(NC(=O)C2CC(=O)OC2(C)C)cc1 (configuration not stated)	0.5
Cc1ccc(NC(=O)C2CCCN(S(=O)(=O)c3cccc4nonc34)C2)cc1F (configuration not stated)	-71.5

New compounds follow
SMILES	14-3-3 PPI
Cc1ccc(NC(=O)CC(=O)c2ccc([N+](=O)[O-])cc2)c(C)c1	-5.8
COc1ccccc1N(CC(=O)NCCSC(C)(C)C)S(C)(=O)=O	-5.6
Cc1nnc2n(CCc3ccccc3)c(=O)c3c4c(sc3n12)CCCC4	0.0
CSc1cccc(NC(=O)CN(C)S(=O)(=O)c2ccccc2)c1	4.2
CC(C)(C)NC(=O)CN(C(=O)C1(C)CC(=O)N=C2C=CC=CN21)C1CCCC1 (configuration not stated)	-13.7
O=C(c1cc(-c2ccco2)on1)N1CCCCC1	-38.2
CC(C)C1O/C(=N/C(=O)Nc2ccc(Cl)c(Cl)c2)NC1=O (configuration not stated)	-5.8
O=C(c1coc2ccccc12)N1CCN(c2ccc(C(F)(F)F)cc2[N+](=O)[O-])CC1	6.2
CCCCSc1nc2c(cnn2-c2ccc(C)cc2)c(=O)[nH]1	-5.8
COC(=O)c1cc(C(=O)N2CCOCC2)cc([N+](=O)[O-])c1	-1.3
CC(=O)NCCc1ccc(S(=O)(=O)N(C)C2CCS(=O)(=O)C2)cc1 (configuration not stated)	4.0
O=C(CN1C(=O)C2C3C=CC(C3)C2C1=O)NCc1ccccc1 (configuration not stated)	0.8
CCOc1cc(C)c(-c2n[nH]c(C)c2Oc2ccccc2)c(O)c1	-2.8
CCOC(=O)C(NC(C)=O)(OCc1ccc(F)cc1)C(F)(F)F (configuration not stated)	1.8
Cc1c(C#N)c(SCC(N)=O)nc2c1CCCC2	-3.4
O=C(C1CCC1)N1CCc2cc(S(=O)(=O)NCCCN3CCCCC3)ccc21	-5.8
CCOCCOC(=O)C1=C(C)NC2=C(C(=O)CC(c3ccccc3)C2)C1c1cc2c(cc1Cl)OCO2 (configuration not stated)	3.7
Cc1ccc(S(=O)(=O)NCCC(=O)NC2CCCC2)cc1	3.8&-2.9
COc1ccc2occ(NC(C)=O)c2c1	2.2
CCN1CCN(C(=O)CSCc2nc(-c3ccc(OC)c(OC)c3)oc2C)CC1	-0.1
CCN1CCN(c2nc(C)nc3c2sc(=S)n3C)CC1	-2.1
CCOc1ccc(N(CC(=O)NCc2ccc(F)cc2)S(=O)(=O)c2c(C)noc2C)cc1	0.5
COc1ccc(NC(=O)c2sc3ncnc(N4CCCCC4C)c3c2C)c(OC)c1 (configuration not stated)	-19.1
O=C(NCCc1ccc(Cl)cc1)C(=O)Nc1ccccc1F	1.5

Screening results: PubChem BioAssay, Emory University Molecular Libraries Screening Center
